Bioassay records from PubChem BioAssay.
CXCR6 block: inhibitors of human CXCR6 receptor | O00574 | CHO-K1 PathHunter CXCR6 beta-arrestin, luminescence | inhibition, % at 20 µM | 360,000 compounds, 0.36% hits | AID 602244; in the data active = inhibition above about 34%, passing the limit was not always enough;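 also: antagonist mode with CXCL16 agonist at 10 nM final; 0% = 10 nM CXCL16 with DMSO and 100% = unstimulated wells without agonist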
Target sequence (O00574 whole entry, looked up): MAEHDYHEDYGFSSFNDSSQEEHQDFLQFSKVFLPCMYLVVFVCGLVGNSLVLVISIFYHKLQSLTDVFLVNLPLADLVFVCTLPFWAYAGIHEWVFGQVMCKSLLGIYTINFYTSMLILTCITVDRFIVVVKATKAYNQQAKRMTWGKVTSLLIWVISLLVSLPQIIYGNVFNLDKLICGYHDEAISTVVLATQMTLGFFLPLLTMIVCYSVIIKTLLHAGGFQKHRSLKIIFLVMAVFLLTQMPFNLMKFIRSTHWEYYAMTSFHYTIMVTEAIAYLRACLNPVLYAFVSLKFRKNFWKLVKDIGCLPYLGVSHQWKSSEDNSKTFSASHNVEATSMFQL
MPTP block: blocks calcium-induced mitochondrial swelling. 360,000 compounds, 1.4% hits. isolated mouse mitochondria, Ca2+ swelling absorbance, 30 min. inhibition, % at 10 µM;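 active = inhibition of 50% or more, scaled per plate between neutral and stimulator controls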;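 also: 0% = DMSO wells given calcium and 100% = 1 mM EGTA wells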
EBI2 antag: EBI2 (human) antagonism | P32249 | EBI2 beta-arrestin recruitment, luminescence, 7a,25-OHC stimulated | inhibition, % at 5 µM | 360,000 compounds, 0.81% hits | AID 651636; in the data active = inhibition above about 38%;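 also: enzyme fragment complementation signal reports receptor beta-arrestin coupling in cells; 0% = agonist plus DMSO wells and 100% = wells without agonist; some results beyond the cut were filed as inactive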
Target sequence (P32249 whole entry, looked up, the tested form may be a part): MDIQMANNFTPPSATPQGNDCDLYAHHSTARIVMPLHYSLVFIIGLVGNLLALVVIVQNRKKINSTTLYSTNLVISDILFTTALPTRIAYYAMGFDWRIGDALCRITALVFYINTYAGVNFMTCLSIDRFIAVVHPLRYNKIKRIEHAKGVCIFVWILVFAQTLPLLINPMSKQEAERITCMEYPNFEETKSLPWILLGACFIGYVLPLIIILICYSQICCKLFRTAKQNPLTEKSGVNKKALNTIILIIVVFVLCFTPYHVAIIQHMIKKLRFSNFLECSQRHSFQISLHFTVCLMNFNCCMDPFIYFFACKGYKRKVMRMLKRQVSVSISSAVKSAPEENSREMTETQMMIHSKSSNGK
* marks the source's active call; other numbers are inactive results. An excerpt; rates above refer to the full screens.

Fields – CXCR6 block	MPTP block	EBI2 antag
> N#CC(C#N)c1ccnc2ccccc12
    -10	16	1
> CCOC(=O)[C@]12CCCC=C1N(Cc1ccco1)C(=O)[C@H](CC(=O)N1CCC(c3ccccc3)CC1)C2
    2	0.9	3
> O=C(Nc1ccc2c(c1)OCCO2)C1c2ccccc2OCC(=O)N1Cc1ccco1 (stereo not drawn)
    2	-1.5	-8
> O=C(NC(c1ccc(Cl)cc1)c1cnccn1)C1CCN(CCCOc2ccccc2)CC1 (stereo not drawn)
    9	-2.2	-4
> CCOc1ccc(NC(=O)c2ccc3c(c2)S(=O)(=O)N=C2CCCCCN23)cc1
    5	1.2	-4
> O=C(OCc1ccccc1F)c1cc(S(=O)(=O)N2CCCCC2)ccc1N1CCOCC1
    7	-0.7	2
> Cc1ccc([C@H]2C[C@@H](n3cc(COC(=O)c4ccccc4)nn3)[C@H](O)CN2Cc2cccs2)cc1
    -1	0.5	15
> Cc1ccc(Cc2c(-c3ccc(C#N)cc3)nc3ccc(Cl)cn23)cc1
    12	1.2	20
> COc1ccc2cc(CN(C)C(=O)CN3C(=O)NC4(CCCC4)C3=O)ccc2c1
    7	-1.1	-5
> CC1(C(=O)NCc2ccco2)Cc2c(-c3cccc(C(F)(F)F)c3)ccnc2O1 (stereo not drawn)
    -1	0.5	-8
> OCc1ccccc1-c1ccc2nncn2c1
    7	-0.5	-7
> CC(=O)Nc1cncc(-c2ccccc2CO)n1
    -6	1.3	2
> CC(=O)Oc1ccc(Cn2c(C)c(C(=O)N(C)Cc3ccc(F)cc3)sc2=O)cc1
    3	-1.4	3
> OC(c1cccc(Cl)c1)c1ncc(-c2cccc(C(F)(F)F)c2)[nH]1 (stereo not drawn)
    -11	11	-2
> COc1cccc(COC(=O)Nc2ccccc2)c1OC
    -8	0.1	7
> COCCNC(=O)C1CCCN(Cc2ccc(Cl)cc2)CC1 (stereo not drawn)
    4	-2.4	5
> C[C@H]1CN([C@@H](C)CO)C(=O)c2cc(C3=CCCCC3)cnc2O[C@@H]1CN(C)C(=O)Cc1ccccc1
    -1	0.2	-9
> COc1cc(NC(=O)CNC(=O)Cn2cnc3sc(C)c(C)c3c2=O)cc(OC)c1OC
    0	0.2	-16
> CCNC(=O)C1(C)CCN(C(=O)c2cc(OC)c(OC)c(OC)c2)C1 (stereo not drawn)
    -2	2.1	-15
> CN(C)CCNc1ncnc2c1ncn2[C@H]1CN(Cc2ccc3c(c2)OCO3)C[C@@H](CO)O1
    8	0.3	-9
> NC(=O)CC1(c2ccccc2)CCCCC1
    -4	-0.7	2
> COc1cccc(Nc2nc(C(N)Cc3ccccc3)cs2)n1 (stereo not drawn)
    7	1.7	7
> CC(C)(C)c1ccc(C(O)c2ncc(-c3ccccc3Cl)[nH]2)cc1 (stereo not drawn)
    -8	8.0	17
> COc1cc(OC)nc(C(NC(=O)C2CCN(Cc3c[nH]c4ccccc34)CC2)c2ccc(Cl)cc2)n1 (stereo not drawn)
    7	1.8	11
> C[C@@H]1CN([C@@H](C)CO)C(=O)CCCn2nncc2CO[C@H]1CN(C)C(=O)Nc1ccnc(N2CCOCC2)c1
    2	2.8	-1
> CCCCNC(=O)c1c(N)[nH]c(C(=O)c2ccccc2)c1-c1ccc(Cl)cc1
    -8	0.4	-9
> CNC[C@@H]1OCc2ccccc2-c2c(n(C)c3ccccc23)C(=O)N([C@H](C)CO)C[C@@H]1C
    -6	1.8	0
> COc1ccc(NC(=O)CCCOc2ccc(C)cc2)cc1S(=O)(=O)N1CCCCC1
    4	2.3	2
> CC1(c2nnnn2-c2ccc3c(c2)OCCO3)CCC(=O)N1C1CCN(Cc2ccccc2)CC1 (stereo not drawn)
    -3	1.5	-8
> COc1ccc(CNC(=O)C2(C)Cc3c(-c4cccc(NC(C)=O)c4)ccnc3O2)cc1OC (stereo not drawn)
    -2	-0.5	-7
> CCN(CC)C(=O)C1=C(C)N(Cc2ccccc2)C(=O)C(CC(=O)NCc2cccs2)C1 (stereo not drawn)
    -4	0.7	-1
> CN(Cc1cccc(F)c1)C(=O)C1CC(=O)N(Cc2ccco2)C1 (stereo not drawn)
    10	-1.5	-12
> O=S1(=O)CC(N2CCN(c3ccccn3)CC2)CN1Cc1ccc(F)cc1 (stereo not drawn)
    -1	-0.4	0
> CC(=O)Nc1cccc(-c2cc(NC=O)c3ncc(-c4ccc(F)c(Cl)c4)n3c2)c1
    3	0.0	16
> O=C1NC[C@H](CCCCN2CCN(Cc3ccccc3)C(=O)C2=O)N(CCc2ccc(O)cc2)C1=O
    1	-0.5	-6
> COc1ccc(N2CSC(=S)N(c3ccc(OC)cc3)C2)cc1
    1	3.1	31
> COC(=O)c1c(N)[nH]c(C(=O)c2ccccc2)c1-c1ccccc1Br
    9	1.2	-2
> C[C@@H](CO)NC(=O)c1[nH]cnc1C(=O)Nc1cccc(Cl)c1
    4	0.0	1
> COc1ccc(Cl)cc1-c1cc(C(=O)NC2CCCCC2)[nH]n1
    2	-0.5	12
> COc1ccc(NC(=O)C2(C)CCCN(C(C)C)C2)cc1OC (stereo not drawn)
    -1	0.2	-10
> COc1ccc(C(O)c2nc(-c3cc(F)cc(Cl)c3)cs2)cc1 (stereo not drawn)
    -5	2.1	3
> O=C(CC1(O)C(=O)Nc2ccc(Br)cc21)c1ccccc1 (stereo not drawn)
    -3	-3.5	2
> CN1CCn2cnc(C(=O)N3CCN(c4ccccc4)CC3)c2C1=O
    -3	0.0	3
> CCN(CC(=O)Nc1c(F)cccc1F)C(=O)CCCN1C(=O)c2cccc3cccc(c23)C1=O
    -5	-0.8	-7
> CC1C(=O)N(Cc2cn(CCC3OCCCO3)nn2)CCS(=O)(=O)N1Cc1ccc(-c2ccc(F)cc2)cc1 (stereo not drawn)
    -5	-0.1	9
> CC1=C(C(=O)N2CCOCC2)CC(CC(=O)NCCCN(C)C)C(=O)N1CCCN1CCCC1=O (stereo not drawn)
    9	0.2	-13
> CN(C)c1ccc(-c2csc(C(O)(c3ccccc3)C(F)(F)F)n2)cc1 (stereo not drawn)
    0	-0.1	28
> COCCNC(=O)C1CCCN(C(=O)c2cc(C(C)(C)C)nn2C)CC1 (stereo not drawn)
    -5	0.3	-14
> CC(=O)Nc1cccc(-c2ccnc3c2CC(C(=O)NCC2CCOCC2)O3)c1 (stereo not drawn)
    -8	-2.7	-5
> O=S1(=O)CC(N2CCC(c3ccccc3)CC2)CN1Cc1ccccc1 (stereo not drawn)
    5	-1.1	17

Three entries from above in another layout:
canonical_smiles: CCN(CC(=O)Nc1c(F)cccc1F)C(=O)CCCN1C(=O)c2cccc3cccc(c23)C1=O
  CXCR6 block = -5 | MPTP block = -0.8 | EBI2 antag = -7

canonical_smiles: CC1C(=O)N(Cc2cn(CCC3OCCCO3)nn2)CCS(=O)(=O)N1Cc1ccc(-c2ccc(F)cc2)cc1 (stereo not drawn)
  CXCR6 block = -5 | MPTP block = -0.1 | EBI2 antag = 9

canonical_smiles: CC1=C(C(=O)N2CCOCC2)CC(CC(=O)NCCCN(C)C)C(=O)N1CCCN1CCCC1=O (stereo not drawn)
  CXCR6 block = 9 | MPTP block = 0.2 | EBI2 antag = -13

Taken from above.
Under EBI2 antag, CC1=C(C(=O)N2CCOCC2)CC(CC(=O)NCCCN(C)C)C(=O)N1CCCN1CCCC1=O (stereo not drawn) shows -13
Under CXCR6 block, O=C(CC1(O)C(=O)Nc2ccc(Br)cc21)c1ccccc1 (stereo not drawn) shows -3
Under EBI2 antag, CN(C)c1ccc(-c2csc(C(O)(c3ccccc3)C(F)(F)F)n2)cc1 (stereo not drawn) shows 28
Under MPTP block, COc1ccc(C(O)c2nc(-c3cc(F)cc(Cl)c3)cs2)cc1 (stereo not drawn) shows 2.1
Under MPTP block, CC(=O)Nc1cccc(-c2ccnc3c2CC(C(=O)NCC2CCOCC2)O3)c1 (stereo not drawn) shows -2.7
Under CXCR6 block, CCN(CC(=O)Nc1c(F)cccc1F)C(=O)CCCN1C(=O)c2cccc3cccc(c23)C1=O shows -5

Following part:
Fields – CXCR6 block	MPTP block	EBI2 antag
> Brc1cccc(-c2nc3c4ccccc4ccn3c2Cc2ccsc2)c1
    5	1.2	14
> CCc1nc2c(OCc3ccc4c(c3)OCO4)cccn2c1N(C=O)Cc1ccccc1
    -2	-0.3	12
> C=CCCC(=O)N1C[C@H]2CON(C)[C@H]2C[C@H]1c1cccc(Oc2ccccc2)c1
    0	-1.1	1
> C[C@H]1CN([C@@H](C)CO)C(=O)c2cc(C#CC3CCCC3)cnc2O[C@H]1CN(C)C(=O)Cc1ccccn1
    4	-0.7	-8
> CCOC(=O)C1(C)CCCCN1C(=O)c1ccc(F)c(C)c1 (stereo not drawn)
    0	-0.7	-4
> Cc1ccc(C)c(C(O)c2ncc(-c3ccccc3Cl)[nH]2)c1 (stereo not drawn)
    -2	0.7	-5
> CC(=O)c1c(C)[nH]c(C(=O)OCC(=O)NC(C)c2ccccc2)c1C (stereo not drawn)
    -1	-0.3	3
> COc1ccc(CN(C)C(=O)/C=C/[C@H]2O[C@@H](n3cnc4c(N)ncnc43)[C@H](O)[C@@H]2O)cc1OC
    -2	-0.9	-1
> C#CCN(C[C@@H]1[C@@H](OC(=O)NCc2ccc(OC)c(OC)c2)[C@@H](OC(=O)NCc2ccc(OC)c(OC)c2)Cn2c(=O)n(CCCCCC)c(=O)n21)S(=O)(=O)c1ccc(C)cc1
    -2	-0.3	2
> CCOC(=O)[C@]12CCCC=C1N(Cc1ccc3c(c1)OCO3)C(=O)[C@H](CC(=O)NCCCCc1ccccc1)C2
    20	-3.2	13
> Cc1cnc2c(N)cc(C)c(C)c2c1
    -8	0.0	-12
> C[C@@H]1CN([C@H](C)CO)C(=O)CCCn2cc(nn2)CO[C@H]1CN(C)C(=O)CCC(F)(F)F
    -4	-2.6	3
> CCCNC(=O)C1(C)CCCN(Cc2cccc(Oc3ccccc3)c2)C1 (stereo not drawn)
    5	0.1	11
> COc1ccc(-c2cc3nc(-c4ccccc4)cc(N4CCN(C(=O)c5ccccc5)CC4)n3n2)cc1
    2	-0.8	38
> O=C(NC1CC1)c1ccc(CSCc2ccc(Cl)cc2)o1
    -16	1.5	2
> C[C@@H]1CN([C@H](C)CO)C(=O)CCCn2cc(nn2)CO[C@H]1CN(C)C(=O)Nc1cccc(F)c1
    6	-1.9	-3
> CCCCNC(=O)C1(C)CCN1C(=O)c1ccc(C)c(F)c1 (stereo not drawn)
    5	-0.5	5
> CSc1ccc(CNC(=O)C2CCC(=O)N(CC3CCCCC3)C2)cc1 (stereo not drawn)
    6	0.3	-1
> COc1ccccc1N1CCN(C(=O)[C@@H]2CCCN2C2=NS(=O)(=O)c3ccccc32)CC1
    -10	-0.8	3
> COc1ccc(CN(C)C(=O)[C@H]2O[C@@H](n3ccc(=O)[nH]c3=O)[C@H](O)[C@@H]2O)cc1OC
    -8	-1.4	-4
> COc1ccc2nc3n(c(=O)c2c1)-c1cc2ccccc2cc1C(=O)NC3Cc1ccc(O)cc1 (stereo not drawn)
    8	5.5	15
> COc1ccc(OC)c(NC(=O)c2cccc(NC(=O)c3ccco3)c2)c1
    6	-0.9	-5
> CCOC(=O)C1=C(C)N=c2sc(=Cc3ccc(OCC(=O)O)cc3)c(=O)n2C1c1ccc(SC)cc1 (stereo not drawn)
    12	0.6	19
> O=S1(=O)CC(N2CCCCC2)CN1Cc1cn(Cc2ccc(Cl)cc2)nn1 (stereo not drawn)
    1	-1.7	-5
> NC(c1ccccc1)c1csc(Nc2ccccn2)n1 (stereo not drawn)
    -1	-0.5	-6
> CCCNC(=O)c1cc(C2CCCCN2C(=O)c2ccc3ccccc3c2)on1 (stereo not drawn)
    2	1.2	8
> Cc1cc(F)ccc1-c1cc(C(=O)NCc2cc(C(F)(F)F)cc(C(F)(F)F)c2)[nH]n1
    -5	84*	4
> CC(C)NC(=O)N(C)C[C@@H]1OCc2ccccc2-c2c(n(C)c3ccccc23)C(=O)N([C@@H](C)CO)C[C@@H]1C
    -7	-1.5	-2
> COc1ccccc1CNC(=O)COC(=O)c1cnc(C)cn1
    2	-1.2	-4
> CCCCNC(=O)C(NC(=O)c1cccnc1)C(=O)c1ccccc1 (stereo not drawn)
    2	0.1	-5
> COc1ccc(NC(=O)C[C@H]2C(=O)N(c3ccc(OC)cc3)C[C@@H]2c2ccc(Br)cc2)cc1
    1	0.7	16
> C[N+](C)(C)CCN1C(=O)c2ccccc2C1=O
    2	1.1	-7
> COc1ccc(NC(=O)C2(C)CCN2Cc2ccc(OC(C)C)cc2)cc1OC (stereo not drawn)
    0	-0.2	0
> S=C1SCN(CCc2ccccc2)CN1CCc1ccccc1
    14	0.4	8
> COC(=O)c1ccc(N2C(c3cc(OC)cc(OC)c3)=Cc3ccc(-c4ccc(C(N)=O)cc4)cc3C2CC(=O)C2CC2)cc1 (stereo not drawn)
    5	-0.6	-1
> O=C(c1ccco1)N1CCN(c2ncnc3scc(-c4ccc(Cl)cc4)c23)CC1
    4	0.2	29
> CSc1ccc(CN2CCC(C)(Oc3ccc(F)cc3)C2)cc1 (stereo not drawn)
    -1	0.0	3
> CCOC(=O)C1=CCC(c2ccccc2)N(S(=O)(=O)c2ccccc2[N+](=O)[O-])C1 (stereo not drawn)
    5	0.6	-4
> CCCc1c(-c2ccc(Cl)cc2)ncn1Cc1ccccc1OC
    -3	-0.9	16
> CNc1nc(NCCOc2ccccc2)c2sccc2n1
    -7	-0.7	-4
> CC1(C(=O)NCc2ccc(Cl)cc2)CCN1C(=O)Cc1ccc(Cl)cc1Cl (stereo not drawn)
    3	1.8	3
> CN(C)Cc1csc(Nc2ccc(C(F)(F)F)cn2)n1
    14	0.7	-4
> COc1ccc(S(=O)(=O)N(C)C[C@@H]2OCc3cnnn3CCCC(=O)N([C@H](C)CO)C[C@H]2C)cc1
    -6	0.2	0
> CC1(C(=O)NS(=O)(=O)c2cccc(F)c2)CCN1C(=O)c1ccccc1CCc1ccccc1 (stereo not drawn)
    3	0.2	-4
